Assay outcomes: PubChem, several laboratories
bIAP inhibitor = bovine intestinal alkaline phosphatase inhibitors, primary screen, selectivity assay for TNAP inhibitor project, biochemical, bovine IAP, CDP-star luminescence | purified bovine IAP, 30 min | 190,000 tested, under 10 active | inhibition, % at 20 µM | AID 1019, 2008 | alkaline phosphatase, intestinal [Bos taurus];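 active = over 50% inhibition of intestinal alkaline phosphatase at 20 µM in the single-dose screen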
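Incubation: 30 min reaction at room temperature / Material: purified bovine intestinal alkaline phosphatase (IAP) enzyme / Input: enzyme at 1/65,000,000 dilution / Dosing: 20 µM single dose / Signal: CDP-star luminescence signal / Reagent: CDP-star chemiluminescent phosphatase substrate, 30 µM final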
TR-FRET SRC-2 ct = TR-FRET signal artefacts, primary screen, artefact control for PPARgamma SRC-2 agonist project, biochemical; TR-FRET ratio at 8 µM; actives 0.4% (n = 200,000); AID 1049, 2008; TR-FRET artefact counter-screen; stronger effect = higher value; in the data active = TR-FRET ratio above about 2000; also: inactives centre near 1500
PPARg SRC-2 ag = agonists of PPARg-SRC-2 recruitment, primary screen, biochemical, HTS; Peroxisome proliferator-activated receptor gamma (Homo sapiens), P37231; PPARgamma LBD-SRC-2 recruitment; activation, % at 8 µM; actives 0.34% (n = 200,000); AID 1032, 2008; in the data active = activation above about 22%;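 also: 0% = vehicle and 100% = reference agonist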
PPARg SRC3 recr = PPARgamma agonists recruiting SRC-3 coactivator, primary screen, biochemical. Peroxisome proliferator-activated receptor gamma (Homo sapiens), P37231. biochemical PPARgamma/SRC-3 coactivator recruitment assay. activation, % at 8 µM. actives 0.26% (n = 200,000). AID 731, 2007; in the data active = activation above about 23%;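 also: 0% = DMSO and 100% = reference agonist; some compounds past the cut are filed as inactive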
DTT redox prof = compounds producing H2O2 with reducing agent – biochemical, NIH compound library profiling, artefact control for MLSCN library redox annotation, primary screen | DTT-dependent redox cycling H2O2, phenol red/HRP absorbance; 100% = 100 µM peroxide control, 0% = buffer | activation, % at 10 µM | actives 0.03% (n = 200,000) | AID 878, 2007;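 active = activation of at least 50% relative to the plate's high and low controls in the primary single-dose screen; inactive = activation below 50%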;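 also: compound incubated with DTT at 0.8 mM final as the reducing agent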
L major viab = Leishmania major promastigote growth inhibition, primary screen. Leishmania major promastigotes, resazurin fluorescence viability. actives 9% (n = 200,000). inhibition, % at 10 µM; in the data active = inhibition above about 50%;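 also: promastigotes grown with compound for 44 hours at 28 °C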
bIAP activator = bovine intestinal alkaline phosphatase activators, primary screen, biochemical, bovine IAP, CDP-star luminescence. purified bovine IAP, 30 min; stronger effect = higher value; fold of DMSO-control signal, blank-subtracted. activation factor at 20 µM. actives 0.17% (n = 200,000). AID 1016, 2008;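 active = activation factor of 2 or more at 20 µM, a signal rise over negative controls twice the positive control's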
TLR4-MyD88 BLA = inhibitors of TLR4-MyD88 association in cells, primary screen, cell-based, HeLa CL3-4, BLA complementation, FRET ratio. HeLa CL3-4 TLR4/MyD88 BLA complementation. inhibition, % at 8.4 µM. AID 861, 2007. Toll-like receptor 4 (Homo sapiens) + Myeloid differentiation primary response protein …. actives 0.18% (n = 200,000); in the data active = inhibition above about 25%;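 also: 0% = vehicle and 100% = reference inhibitor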
Target sequence (O00206 whole entry, looked up): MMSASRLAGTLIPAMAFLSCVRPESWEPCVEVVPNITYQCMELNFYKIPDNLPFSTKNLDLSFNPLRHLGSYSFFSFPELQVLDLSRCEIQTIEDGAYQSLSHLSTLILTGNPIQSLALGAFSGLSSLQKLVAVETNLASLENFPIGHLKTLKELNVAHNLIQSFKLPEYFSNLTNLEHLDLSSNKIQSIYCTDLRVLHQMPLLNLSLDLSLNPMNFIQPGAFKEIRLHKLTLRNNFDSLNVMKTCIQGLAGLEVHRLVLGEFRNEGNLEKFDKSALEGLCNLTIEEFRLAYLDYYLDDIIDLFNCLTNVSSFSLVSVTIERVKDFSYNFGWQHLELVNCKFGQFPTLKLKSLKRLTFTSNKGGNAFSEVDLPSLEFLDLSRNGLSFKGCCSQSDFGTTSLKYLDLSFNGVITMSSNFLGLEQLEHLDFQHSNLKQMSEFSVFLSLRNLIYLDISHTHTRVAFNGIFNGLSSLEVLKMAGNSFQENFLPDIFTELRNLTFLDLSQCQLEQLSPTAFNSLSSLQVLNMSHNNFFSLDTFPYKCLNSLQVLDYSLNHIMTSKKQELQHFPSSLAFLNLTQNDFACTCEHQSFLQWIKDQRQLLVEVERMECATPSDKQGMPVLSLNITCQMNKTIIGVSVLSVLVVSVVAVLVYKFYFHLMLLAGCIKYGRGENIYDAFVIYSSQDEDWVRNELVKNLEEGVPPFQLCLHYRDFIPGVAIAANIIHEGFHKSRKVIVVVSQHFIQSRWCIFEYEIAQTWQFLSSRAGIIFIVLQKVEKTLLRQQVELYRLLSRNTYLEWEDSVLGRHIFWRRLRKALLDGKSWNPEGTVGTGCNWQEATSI
Target sequence (Q99836 whole entry, looked up): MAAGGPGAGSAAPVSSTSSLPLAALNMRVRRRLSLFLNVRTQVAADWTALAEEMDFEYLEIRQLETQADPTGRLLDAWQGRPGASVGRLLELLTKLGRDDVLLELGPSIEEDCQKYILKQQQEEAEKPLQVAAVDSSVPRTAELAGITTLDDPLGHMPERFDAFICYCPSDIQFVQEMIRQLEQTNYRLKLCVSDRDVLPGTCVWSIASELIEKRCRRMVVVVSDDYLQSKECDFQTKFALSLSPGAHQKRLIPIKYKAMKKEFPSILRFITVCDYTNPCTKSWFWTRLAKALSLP
PPARg SRC1 recr = PPARgamma agonists recruiting SRC-1 coactivator, primary screen, biochemical; AID 631, 2007; PPARgamma-SRC-1 coactivator recruitment biochemical assay; activation, % at 8 µM; actives 0.41% (n = 200,000); Peroxisome proliferator-activated receptor gamma (Homo sapiens), P37231; in the data active = activation above about 19%;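 also: 0% = DMSO and 100% = reference agonist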
S1P3 antag = S1P3 receptor antagonists, primary screen, cell-based; Sphingosine 1-phosphate receptor 3 (Homo sapiens), Q99500; CHO S1P3 NFAT-BLA reporter, FRET fluorescence, antagonist mode; inhibition, % at 4.98 µM; actives 0.27% (n = 170,000); AID 485, 2006;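 active = inhibition above the plate cutoff, the mean inhibition of test wells on that plate plus 3 SD, cut at about 28% in these data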;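 also: cells challenged with S1P at its EC80 of 0.8 µM; blue over green emission ratio from cleaved BLA substrate after 4 h stimulation; 0% = S1P-stimulated wells and 100% = unstimulated DMSO-only wells; some compounds past the cut are filed as inactive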
ROMK mod = ROMK potassium channel modulators, primary screen, cell-based, thallium flux, MLSMR library; ATP-sensitive inward rectifier potassium channel 1 (Homo sapiens), P48048; Tet-inducible ROMK, thallium flux fluorescence; actives lie on both sides; B-score at 10 µM; actives 2% (n = 130,000); AID 1918, 2009;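 active = signal ratio slope over the read window, or its plate-corrected B-score, at least 3 SD from the plate mean, either direction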;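 also: B-score of the F/F0 ratio slope over 7 to 12 s after thallium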
An asterisk follows results filed as active; x = not tested or not shown.

molecule	S1P3 antag	ROMK mod	L major viab	DTT redox prof	PPARg SRC3 recr	bIAP inhibitor	TR-FRET SRC-2 ct	TLR4-MyD88 BLA	PPARg SRC-2 ag	PPARg SRC1 recr	bIAP activator
COc1nc(Nc2ccc3c(c2)OCO3)nc(OC)n1	0	x	1	-0.8	x	-2	x	x	x	x	1
NNC(=O)CN1CCN(c2ncc(C(F)(F)F)cc2Cl)CC1	-1	-0.28	2	0.3	-3	-4	1597	7	7	2	1
O=C(Nc1ccc(F)c(F)c1)c1cc(S(=O)(=O)N2CCN(c3ccccn3)CC2)ccc1F	x	0.29	14	0.1	-8	10	1259	-3	-3	3	0.9
COc1ccccc1Sc1nc(-c2ccccn2)ncc1OC	9	0.44	83*	11	1	-5	1515	-10	0	1	1.1
CC1=Nc2ccccc2N=C(NC(=O)c2ccccc2)C1c1ccc(Cl)cc1 (stereo not drawn)	-9	0.032	24	-1.4	6	20	1806	-5	9	10	0.8
COCC(=O)Nc1ccccc1C#N	x	-0.028	-1	-0.2	-4	7	1664	0	5	6	0.9
COc1ccc2cc(-c3[nH]ncc3CNCCn3nc(C)cc3C)ccc2c1	8	-0.84	8	-1.0	4	-23	1732	0	11	5	1.2
CCCCCCCCCCCC(=O)c1c(O)cccc1O	13	0.43	-6	-0.4	0	44	1502	-2	3	0	0.6
O=C(Nc1cccnc1)c1ccc2c(c1)C(=O)N(Cc1cccnc1)C2=O	-4	x	0	1.9	3	12	1469	-13	-1	5	0.9
CCN(CC)CCN(C)c1ccc(N2C(=O)C3CC=CCC3C2=O)cc1[N+](=O)[O-] (stereo not drawn)	-17	-0.74	4	-0.8	1	5	1546	-5	6	1	1
Cc1ccccc1-n1cc(CNCc2c(C(=O)N(C)C)nc3ccc(Cl)cn23)cn1	-6	x	-4	0.2	-2	-5	1614	5	6	-4	1.1
O=C(N/N=C/c1sc(N2CCOCC2)nc1-c1ccccc1)c1ccccc1Cl	-10	1.1	2	0.1	3	-2	1506	1	4	-1	1
Cc1ccc(C2CC(C(F)(F)F)n3nc(C(=O)NCc4ccco4)cc3N2)cc1 (stereo not drawn)	-14	x	13	-0.4	-5	3	1227	4	-5	-6	1
Cc1c(C(=O)O)oc2c1C(O)CCC2 (stereo not drawn)	-2	x	-10	-0.7	-11	7	1478	3	3	6	0.9
O=C(NCc1cccnc1)C(=O)NC1CCCCC1	-4	0.42	1	-0.8	0	-2	1371	2	-6	-9	1
O=C(Cn1c(=O)oc2cc(S(=O)(=O)N3CCCCCC3)ccc21)NC1CCCCCCC1	-10	x	-1	-0.7	-7	7	1505	8	4	6	0.9
COc1ccc(NC(=O)CCS(=O)(=O)c2ccccc2Cl)cc1S(=O)(=O)Nc1ccc(Cl)cc1	-5	1.5	19	0.1	0	-8	1508	1	-7	2	1.1
Cc1cccc(CSc2nnc(C)c(=O)n2N)c1	2	x	-5	0.3	-4	-9	1494	5	3	-4	1.1
Cc1ccc(NC(=S)NC(NC(=O)c2ccccc2)C(Cl)(Cl)Cl)c(C)c1 (stereo not drawn)	-7	-0.57	96*	0.3	-1	-18	1527	-4	-9	3	1.2
CCOc1ccc(NC(=O)CN(Cc2ccccc2)S(C)(=O)=O)cc1	x	-0.065	-1	-0.3	-3	9	1535	-11	7	-1	0.9
O=C(NCCc1ccccc1)C1CCN(S(=O)(=O)N2CCC3(CC2)OCCO3)CC1	7	-0.33	-4	-0.5	8	0	1650	8	13	2	1
Cc1ccc(CNC(=S)N2CCOCC2)cc1	-9	0.97	-5	0.0	2	-1	1560	-4	5	2	1
Cc1ccc(-c2[nH]c(=S)[nH]c(=O)c2C#N)cc1	-10	0.13	-4	0.0	18	35	2179*	-9	-4	-18	0.7
O=C(N/N=C/c1ccc(Br)o1)c1cccnc1	-12	0.61	-9	0.0	3	0	1537	11	2	7	1
C/C(=N\NC(=O)CNc1cccc(Cl)c1C)C1CC1	5	-0.8	-5	0.0	-2	7	1622	-10	5	-3	0.9
O=C1CSC(c2ccccn2)N1Cc1cn2ccccc2n1 (stereo not drawn)	-32	0.55	-8	0.1	-10	-3	1457	2	0	2	1
OCCC1CN(Cc2cccc3c2OCO3)CCN1Cc1ccccc1 (stereo not drawn)	-1	-0.065	7	-3.4	0	4	1653	8	7	3	1
CCN=C1NN=C(c2cc(C)n(CCc3ccccc3)c2C)CS1	-8	-0.017	-1	0.1	-1	20	1585	4	3	5	0.8
Cc1ccc(-c2ccc(C)c(N)c2C)c(C)c1N	-4	-1.2	-1	-0.5	-2	-9	1617	-5	5	-1	1.1
COC(=O)C1C(O)=C(C=NC2CCCCC2)C(=O)CC1(C)C (stereo not drawn)	5	x	-9	0.4	-1	9	1609	-3	0	-3	0.9

Some of these compounds in order of the ROMK mod value, highest first.
molecule | ROMK mod
Cc1ccc(-c2[nH]c(=S)[nH]c(=O)c2C#N)cc1 | 0.13
CCOc1ccc(NC(=O)CN(Cc2ccccc2)S(C)(=O)=O)cc1 | -0.065
Cc1ccc(NC(=S)NC(NC(=O)c2ccccc2)C(Cl)(Cl)Cl)c(C)c1 (stereo not drawn) | -0.57

Next section
molecule	S1P3 antag	ROMK mod	L major viab	DTT redox prof	PPARg SRC3 recr	bIAP inhibitor	TR-FRET SRC-2 ct	TLR4-MyD88 BLA	PPARg SRC-2 ag	PPARg SRC1 recr	bIAP activator
Cc1cc(NC(=O)CSc2nc3ccsc3c(=O)n2NC(=O)c2ccccc2)no1	x	x	-6	1.1	-1	-27	1341	-9	-1	-2	1.3
Cc1nnc(SCC(=O)Nc2nc(-c3ccc(F)cc3)cs2)[nH]c1=O	8	-1.8	-4	-0.1	5	0	1518	-3	8	11	1
CC1CCCCN1S(=O)(=O)c1ccc2c(c1)CCN2C(=O)C1CCC1 (stereo not drawn)	7	0.66	10	-0.5	1	0	1682	-5	9	8	1
CCOC(=O)C1(C)C=C(Nc2ccc(C)cc2)C(=O)N1c1ccc(C)cc1 (stereo not drawn)	-4	0.14	2	0.6	2	9	1554	3	7	2	0.9
CCc1ccc(C(=O)COC(=O)c2ccc(Cl)nc2)cc1	-11	-0.12	-2	-1.6	0	-2	1461	-6	3	-4	1
Nc1ccc(N2CCN(CCCCN3C(=O)C4CCCN4C3=O)CC2)cc1 (stereo not drawn)	-2	-0.072	-5	-0.8	4	8	1618	2	7	11	0.9
Cc1ccc(SC(C)c2nc(-c3ccncc3)no2)cc1 (stereo not drawn)	4	-3.1*	-1	0.6	2	9	1563	-5	14	2	0.9
Cc1ccc(-c2nc(C=Nc3ccccc3)c(O)o2)cc1	3	0.37	6	-0.1	-2	5	1744	14	7	10	0.9
CC(/C=N/n1c(-c2ccco2)n[nH]c1=S)=C\c1ccco1	-20	x	-6	0.1	5	18	1561	-2	2	10	0.8
Cc1cccc(C(c2c(C)nn(-c3ccccc3)c2N)c2c(C)nn(-c3ccccc3)c2N)c1	11	0.62	17	0.0	1	20	1329	10	3	-8	0.8
Cc1cc(C)nc(NC(C)(C)C(=O)O)n1	-3	0.0013	-10	-0.1	2	10	1324	11	-2	-3	0.9
Cc1nnc(SCC(=O)N2CCOCC2)c2ccccc12	x	1.3	23	0.7	6	0	1545	-1	9	6	1
O=C(CC(C(=O)O)c1ccccc1)Nc1cccc2ccccc12 (stereo not drawn)	-26	-0.38	-4	-0.4	3	4	1743	-9	12	5	1
Cc1nnc2sc(SCC(=O)Nc3nccs3)nn2c1=O	0	x	92*	0.0	3	30	1732	-3	-2	2	0.7
Cc1cc(OCCCN2CCN(Cc3ccccc3)CC2)ccc1[N+](=O)[O-]	-6	0.59	94*	0.3	0	-8	1999*	5	2	6	1.1
O=C1CCCC2=C1C(c1cccs1)n1nc(SCc3ccccc3)nc1N2 (stereo not drawn)	-7	-0.82	39	0.7	-3	10	1578	0	15	-1	0.9
CC(=O)CSc1ccc(-c2nc3cc(C)c(C)cc3[nH]2)cn1	8	0.38	80*	-0.2	0	9	1502	-5	0	-2	0.9
Fc1ccc(COc2ccccc2-c2ccnc3ncnn23)cc1	-10	0.26	1	-1.4	0	5	1412	3	-4	-6	0.9
COc1cc(C2CC(=O)Nc3ccccc3S2)cc(OC)c1OC (stereo not drawn)	x	x	-5	-2.2	-2	6	1627	14	0	5	0.9
O=C(CC(c1ccccc1)c1ccccc1)NCCO	-48	x	-1	1.9	-1	0	1789	-14	1	3	1
O=C(CSc1ccc2c(c1)OCCO2)Nc1cccc(S(=O)(=O)N2CCCCC2)c1	-10	x	-2	0.3	5	13	1583	-6	7	7	0.9
C/C(CC(=O)Nc1cc(Cl)ccc1Cl)=N\NC(=O)c1ccccc1Br	17	x	-5	-1.3	5	-12	1504	-7	6	17	1.1
O=C(Nc1ccc(-c2noc(COc3ccccc3Cl)n2)cc1)c1ccco1	x	x	-1	1.9	7	14	1666	-4	6	2	0.9
Nc1nc(SCC(=O)Nc2cccc(S(=O)(=O)N3CCCCCC3)c2)n[nH]1	1	0.15	-2	-0.5	7	-59	1484	-14	-2	6	1.6
CC(C)c1ccccc1N=C1SCCN1C1CCS(=O)(=O)C1 (stereo not drawn)	-30	x	3	0.0	2	6	1698	-8	4	9	0.9
O=[N+]([O-])c1cc(S(=O)(=O)Nc2ccccc2)ccc1NCc1ccccc1	1	x	-1	0.2	1	49	1552	12	7	3	0.5
Cc1c(C(=O)Nc2cnccn2)oc2ccccc12	-6	1.9	-1	2.1	-1	4	1509	-6	9	3	1
O=C(COC(=O)c1cncc(Br)c1)NCc1ccccc1	-12	-0.6	-5	0.0	-3	-12	1655	4	-10	2	1.1
Cc1cc(C)cc(SCc2noc(C(=O)NCC3CCCO3)c2C(=O)O)c1 (stereo not drawn)	x	x	-8	11	0	6	1492	4	-3	-4	0.9
COc1cc(NC(=O)Nc2ccc3c(c2)OCO3)cc(OC)c1OC	-3	0.002	-6	-0.9	1	-4	1780	-8	-2	2	1
COc1ccc(C2C(C(=O)c3cccs3)=C(O)C(=O)N2c2nnc(C)s2)cc1OC (stereo not drawn)	-10	x	-11	2.0	9	-4	1679	-1	8	13	1
